# Screening results (PubChem BioAssay)
# VLA-4 inh – inhibition in human VLA-4 binding assay, primary screen, VLA-4 allosteric modulator project, MLPCN library, flow cytometry, VLA-4 expressing cells; ligand binding flow cytometry; inhibition, % (about 7 µM as worked out from the volumes in the protocol); Integrin alpha-4 (Homo sapiens), P13612; 0.2% of 330,000 active; in the data active = inhibition above about 50%
# GASC-1 inh – inhibitors of GASC-1 histone demethylase, primary screen, biochemical, fluorescence, DELFIA europium; AID 2099, 2009; 0.069% of 330,000 active; inhibition, % at 2.35 µM; GST-JMJD2C(1-420) H3K9me3 demethylation; Lysine-specific demethylase 4C (Homo sapiens), Q9H3R0;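 active = more than half of a compound's replicate wells show inhibition beyond 50%, single wells judged on their own value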;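 also: signal counts dimethyl H3K9 product captured on neutravidin plate; 0% = median of DMSO wells and 100% = 0.3 times that DMSO median; strong numbers were not always called active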
# PP5 primary – PP5 phosphatase inhibitors, primary screen, biochemical, fluorescence | purified PP5c, OMFP substrate fluorescence | inhibition, % at 6.7 µM | 0.18% of 320,000 active;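 active = inhibition above the campaign's mean inhibition across all tested compounds plus 3 SD, cut at about 9.5% in these data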;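 also: 0% = DMSO only and 100% = 100 µM cantharidin control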
# Target sequence (P53041 whole entry, looked up): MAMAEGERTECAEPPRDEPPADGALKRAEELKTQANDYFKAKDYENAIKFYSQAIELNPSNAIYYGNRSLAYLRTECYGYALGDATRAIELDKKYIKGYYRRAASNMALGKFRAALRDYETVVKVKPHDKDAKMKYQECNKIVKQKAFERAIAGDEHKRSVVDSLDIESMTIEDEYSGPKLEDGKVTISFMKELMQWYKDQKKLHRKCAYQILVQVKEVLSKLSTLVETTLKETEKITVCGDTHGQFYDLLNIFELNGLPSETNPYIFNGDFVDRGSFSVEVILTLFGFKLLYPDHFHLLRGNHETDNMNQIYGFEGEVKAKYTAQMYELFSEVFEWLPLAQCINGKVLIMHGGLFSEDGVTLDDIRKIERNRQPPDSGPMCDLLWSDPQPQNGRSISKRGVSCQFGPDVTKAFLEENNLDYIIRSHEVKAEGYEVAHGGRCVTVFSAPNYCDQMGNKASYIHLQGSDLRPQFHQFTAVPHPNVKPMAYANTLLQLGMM
# GRK2 inh – compounds blocking aptamer binding on GRK2 – biochemical, human GRK2, bead flow cytometry, HTS, primary screen. FAM-aptamer displacement from GRK2. Beta-adrenergic receptor kinase 1 (Homo sapiens), P25098. inhibition of aptamer binding, % at 10 µM. 0.59% of 330,000 active;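 active = inhibition of aptamer binding above 40%, roughly 3 SD of noise, on plates passing a quality check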;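 also: median bead fluorescence of bound FAM aptamer so fluorescent compounds give negative values; no value below 0 was filed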
# HCV core dimer – inhibitors of HCV core protein dimerization, primary screen, biochemical, TR-FRET, high-throughput; TR-FRET GST/Flag-core106 dimerization, 1536-well; inhibition, % at 5 µM; 0.33% of 300,000 active;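 active = inhibition above the mean of all tested compounds plus 3 SD, set per screening campaign, cut at about 45% in these data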
#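 System – GST-tagged and Flag-tagged HCV core protein residues 1-106 · Repeats – one well for each compound · Technique – TR-FRET 671 and 617 nm emission · Doses – one concentration, 5 µM, in 0.5% DMSO · Times – 4 h, 22.5 °C incubation · Also added – Eu donor and XL665 acceptor anti-tag antibodies · Measure – percent inhibition of core106 dimerization signal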
# CTSL1 counter – Fasciola hepatica cathepsin L1 inhibitors, primary screen, counter-screen for PFM18AAP inhibitor project, biochemical, QFRET, fluorogenic peptide substrate; recombinant F. hepatica cathepsin L1, Z-Leu-Arg-MCA fluorescence; inhibition, % at 5.96 µM; 0.49% of 300,000 active; AID 1906, 2009;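 active = inhibition above the mean of all tested compounds plus 3 SD, set per screening campaign, cut at about 17% in these data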;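 also: 0% = plate median of test compound wells and 100% = 1 µM Z-Phe-Ala-diazomethylketone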
# proCasp3 act – activators of human procaspase-3 D3A mutant, primary screen, biochemical, absorbance, PC-3 D3A mutant, single concentration; Caspase-3 (Homo sapiens), P42574; recombinant procaspase-3 D3A, Ac-DEVD-pNA absorbance 405 nm; activation, % at 8.5 µM; 0.11% of 330,000 active; AID 463141, 2010;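 active = activation above the mean of all tested compounds plus 3 SD, cut at about 21% in these data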;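 also: 0% = DMSO alone and 100% = DMSO wells spiked with extra 5 µM PC-3 D3A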
# Target sequence (P42574 whole entry D9A/D28A/D175A): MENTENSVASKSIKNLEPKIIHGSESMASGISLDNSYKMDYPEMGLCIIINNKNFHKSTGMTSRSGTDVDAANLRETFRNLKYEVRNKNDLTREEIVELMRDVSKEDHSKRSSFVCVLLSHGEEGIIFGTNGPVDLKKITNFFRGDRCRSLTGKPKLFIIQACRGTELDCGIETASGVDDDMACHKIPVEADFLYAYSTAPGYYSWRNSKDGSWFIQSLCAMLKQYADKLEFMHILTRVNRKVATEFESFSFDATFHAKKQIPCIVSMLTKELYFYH
#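 Assay system: Procaspase-3 D3A mutant, all three cleavage aspartates alanine. Buffer or medium: Zinc-free HEPES saline buffer with Triton X-100. Times: 1 h compound preincubation, 2 h substrate hydrolysis at 25 °C. Measured by: 405 nm absorbance of p-nitroaniline, reads at 0 and 120 min. Read-out basis: percent activation relative to control range. Replicates: singlicate.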
# PP1 counter – PP1-alpha phosphatase inhibitors, primary screen, counter-screen for PP5 inhibitor project, biochemical, fluorescence, OMFP substrate, single point. Serine/threonine-protein phosphatase PP1-alpha catalytic subunit (Homo sapiens), P62136. purified PP1alpha. inhibition, % at 6.7 µM. 0.9% of 320,000 active;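 active = inhibition above the mean inhibition of all tested compounds plus 3 SD, computed separately for each screening campaign, cut at about 15% in these data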
# proCasp7 act – procaspase-7 activators, primary screen, counter-screen for procaspase-3 activator project, biochemical, absorbance, HTS, human; Caspase-7 (Homo sapiens), P55210; recombinant procaspase-7, Ac-DEVD-pNA absorbance 405 nm; D23A/D198A/D206A triple mutant, cannot self-cleave; scale: DMSO 0, 5 µM enzyme 100; activation, % at 8.5 µM; 0.093% of 330,000 active; AID 463210, 2010;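 active = percent activation above the screen-wide mean plus 3 SD, cut at about 25% in these data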
# Target sequence (P55210 whole entry D23A/D198A/D206A): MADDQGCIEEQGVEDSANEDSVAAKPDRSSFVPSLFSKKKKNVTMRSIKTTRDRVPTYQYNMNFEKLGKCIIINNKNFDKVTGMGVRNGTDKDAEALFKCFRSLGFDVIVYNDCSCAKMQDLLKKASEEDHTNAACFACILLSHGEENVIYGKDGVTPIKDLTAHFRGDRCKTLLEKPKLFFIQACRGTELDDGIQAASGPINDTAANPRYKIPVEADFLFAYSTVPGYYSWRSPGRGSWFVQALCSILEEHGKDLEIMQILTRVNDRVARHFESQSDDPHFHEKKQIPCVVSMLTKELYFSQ
#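 Detection: p-Nitroaniline absorbance at 405 nm, read at 0 and 120 min; system: Uncleavable procaspase-7 mutant enzyme; evaluation: % activation from two-timepoint absorbance difference, scaled to controls; times: 1 h enzyme–compound preincubation and 2 h substrate reaction, both 25 °C; buffer or medium: Zinc-free HEPES pH 7.4 with 300 mM NaCl, 0.01% Triton X-100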
# * = called active by the depositor; i = inactive; . = no result given; & = joins results of further samples; ! = repeats disagree. Rows are unselected, and some 2.6% of all compounds hit somewhere here.
SMILES,VLA-4 inh,GASC-1 inh,PP5 primary,GRK2 inh,HCV core dimer,CTSL1 counter,proCasp3 act,PP1 counter,proCasp7 act
COc1ccc(N(C)C(=O)c2cn(CC(C)C)c(=O)c3cc(OC)c(OC)cc23)c(OC)c1,7,17,-3.8,0,1,7,-4,0,-12
CNC(=O)c1c(NC(=O)CS(=O)(=O)c2ccc(Cl)cc2)sc(C)c1C,-4,3,1.1,1,1,1,9,-3,8
O=C(NC12CC3CC(CC(C3)C1)C2)C1CCCN1C(=O)NC1CCCCC1 (stereo not given),3,-10,0.9,1,-2,1,-3,0,5
CCOc1ccccc1OCCCC(=O)Nc1cc(S(=O)(=O)N2CCOCC2)ccc1OC,-2,4,.,3,.,.,1,.,16
O=C(NCc1ccccc1)C1=C[C@H](c2ccc(C(F)(F)F)cc2)C[C@H](OCCCCO)O1,-3,-11,1.0,1,20,-2,8,2,2
CCC(=O)N1CCc2cc(S(=O)(=O)NC(Cc3ccccc3)C(=O)Nc3nccs3)ccc21 (stereo not given),9,11,0.8,0,8,-3,3,-5,5
COc1cccc(-c2nc(CS(=O)(=O)CC(=O)NCCCN3C(C)CCCC3C)c(C)o2)c1 (stereo not given),-9,-3,-1.8,0,-8,1,2,-2,-6
Cc1c(NC(=O)c2cc(-c3cccs3)nc3ccccc23)c(=O)n(-c2ccccc2)n1C,9,6,1.9,1,5,1,-4,1,-2
Cc1cc(C)cc(NC(=O)c2sc3nc(C)cc(C)c3c2N)c1,8,-13,1.5,0,5,3,-3,-3,-18
CCCCCC(=O)Nc1c2c(nc3ccccc13)CCC2,4,1,-0.6,0,11,-5,8,0,9
CCC(=O)N1CCN(c2ccc(NC(=S)NC(=O)C(C)C)cc2)CC1,2,22,0.2,5,-4,2,2,-1,2
NC(=O)C[C@@H]1N[C@]2(C(=O)Nc3ccccc32)[C@@H]2C(=O)N(c3cc(C(F)(F)F)ccc3Cl)C(=O)[C@H]12,4,10,0.1,2,0,2,-6,-3,6
CCn1c(=O)c(C(=O)CN2CCN(S(=O)(=O)c3cc(C)ccc3C)CC2)c(N)n(Cc2ccccc2)c1=O,6,1,2.1,0,1,1,0,0,-8
COc1ccc(N2CC(C(=O)N3CCN(C)CC3)CC2=O)cc1 (stereo not given),-24,-18,1.8,1,-10,0,-3,0,-4
COc1ccc(S(=O)(=O)NCCC(=O)N2CCCC2)cc1N(C)S(C)(=O)=O,4,-5,1.7,0,-3,6,5,-1,-5
C=CC[N+](C)(C)CCN1C(=O)C2C(c3ccccc3)C=CC(c3ccccc3)C2C1=O (stereo not given),-3,i,1.5,0,-6,-1,-7,0,7
COc1ccc(Cl)cc1NC(=S)N1CCC(c2ccc(C)cc2)C1 (stereo not given),3,-6,0.5,0,6,3,7,3,0
Cc1ccccc1Cn1cc(NS(=O)(=O)c2cn(C)nc2C)cn1,-7,-1,-0.5,0,15,-1,-9,-4,5
CCOC(=O)N1CCN(C(=O)CCCCCn2c(=S)[nH]c3ccsc3c2=O)CC1,15,9,-2.3,0,-2,-5,-2,0,8
CCOC(=O)CSc1nccc(N(C)C)c1C#N,2,-14,0.3,6,-5,-2,3,2,-4
Nc1c(Cl)ncnc1N1CCCC1,-53,-21,1.4,1,-3,-1,-6,-8,10
Cc1ccc(CSCC2Nc3ccc(C(=O)N4CCN(c5cccc(C)c5)C(C)C4)cc3NC2=O)cc1 (stereo not given),-36,5,0.9,0,71*,2,1,19*,-7
O=C(NCC1CC1)c1cc(-c2ccccc2)nn1CC1CC(c2cccc([N+](=O)[O-])c2)=NO1 (stereo not given),.,1,0.5,.,7,-1,5,-2,-3
COCCCNC(=O)Cn1cc(C(C)=O)c2ccccc21,-1,4,0.6,0,0,-3,7,-3,-6
O=C(COC(=O)COc1ccccc1)Nc1ncc(Cl)cc1Cl,7,-5,.,1,.,.,2,.,0
Cc1ccc(S(=O)(=O)c2cnc(-c3ccccc3)nc2N2CCCCC2)cc1,-3,11,-0.4,2,7,-1,0,-2,23
CC(NC(=O)Nn1cnnc1)(C(F)(F)F)C(F)(F)F,0,-4,0.4,0,-4,3,0,2,2
CCN(CC)c1ccc(C(=O)n2cnc3ccccc32)cc1,11,-1,2.7,0,8,4,-3,1,3
CCOc1ccc(NC(=S)NC(=O)/C=C/c2ccc(C)cc2)c([N+](=O)[O-])c1,36,5,0.2,6,15,3,1,2,3
CC(=O)c1ccc(-n2ccc(=O)cc2)cc1,-8,-17,-0.1,2,0,1,2,-1,3
Cc1nn(Cc2ccc(C(=O)N3N=C(C(F)F)CC3(O)C(F)F)o2)c(C)c1[N+](=O)[O-] (stereo not given),0,-9,0.8,0,-6,-3,2,0,-4
CCCC(c1nnnn1C(C)(C)CC)N1CCN(C(=O)c2ccco2)CC1 (stereo not given),6,13,1.4,2,3,2,4,2,-7
O=C(CN1CCN(c2ccccc2O)CC1)Nc1cc(S(=O)(=O)N2CCCC2)ccc1Cl,11,0,2.9,3,.,.,5,5,-7
COc1ccc(CCNC(=O)C(=O)NCC2OCCN2S(=O)(=O)c2ccccc2)cc1 (stereo not given),0,5,1.1,1,14,0,2,2,6
O=C(CN(Cc1cccs1)C(=O)CSc1nnc(COc2ccccc2)o1)NC1CCCC1,23,8,2.7,0,0,2,-4,-1,-10
COc1ccc(NC(=O)N(CCN2CCCC2)Cc2cc3cc(OC)c(OC)cc3[nH]c2=O)cc1,-2,-4,-0.2,0,3,0,2,-3,2
O=C(CN1C(=O)NC2(CCCC2)C1=O)N1CCN(S(=O)(=O)c2ccccc2F)CC1,7,-9,3.7,2,-3,-1,-6,-4,-10
O=S(=O)(O)c1cc(OS(=O)(=O)c2ccccc2)cc2ccccc12,7,-4,-0.7,1,2,1,2,-3,-17
CN(CC(=O)Nc1ccc(S(N)(=O)=O)cc1)Cc1ccccc1F,-5,12,-1.2,1,1,1,10,-3,2
NNC(=O)c1cccc(COc2cccc(Br)c2)c1,1,-7,2.8,0,1,4,0,6,-1
CCOC(=O)c1cc2c(ccn2C)n1Cc1cc(C)ccc1C,11,6,4.1,0,-2,2,-7,1,0
COc1ccc(S(=O)(=O)N(C)CC(=O)NC2CCCC2)cc1Cl,20,-3,2.8,0,0,-4,7,-5,1
CN(C(=O)CSc1nncn1-c1ccccc1)c1ccccc1,-1,-3,1.2,1,-10,5,-7,1,-11
CC(=O)NCCc1nc2cc(NC(=O)c3ccccc3C)ccc2n1C,13,-9,-3.9,0,-12,2,6,-1,3
CSc1ccc2c(c1)C(N1CCN(C)CC1)Cc1ccccc1S2 (stereo not given),55*!,-13&-11,3.7&0.1,0&0,-15&-5,1&-2,-2&5,13&4,-4&7
O=C(O)CSc1nnc(-c2cccc(S(=O)(=O)N3CCOCC3)c2)n1-c1cccc(Cl)c1,-5,5,0.8,0,-6,-2,3,-4,-3
CC1CC(=O)C2=C(C1)Nc1ccccc1SC2c1ccc(F)cc1 (stereo not given),-7,-41,3.8,0,6,2,0,3,6
CCc1ccc(OCC(=O)N2CCN(c3ccccn3)CC2)c(Br)c1,1,4,1.1,1,16,1,1,0,0
COc1ccc(C2C3=C(CC(C)(C)CC3=O)Oc3ncn(CC(C)C)c(=N)c32)cc1 (stereo not given),12,2,3.0,3,0,-5,-3,13,9
O=C(NC(=S)Nc1ccc(S(=O)(=O)Nc2nccs2)cc1)c1ccc(F)cc1,6,-12,-0.2,5,-2,-2,-3,2,-13
COc1cc2ncnc(NCc3ccccc3C)c2cc1OC,-5,-6,0.6,0,-8,-4,0,-1,1
COCCNC(=S)NC(=O)c1ccc(C(C)(C)C)cc1,2,-11,0.9,0,0,3,9,0,-8
CCN(CC)C1=CC(=[N+]2CCCC2)CC(C)(C)C1,-3,-5,-1.7,3,-10,1,-8,2,4
Nc1nnc(SCC(=O)Nc2cc(C(F)(F)F)ccc2N2CCOCC2)s1,-6,7,1.7,1,-4,-2,-4,-4,-2
Cc1ccc2nc3ccc(N4CCCCCCC4)nn3c(=O)c2c1,11,-1,1.4,6,0,6,-1,-1,-6
COCc1nnc(NC(=O)C2CC(=O)N(c3ccc(C)c(Cl)c3)C2)s1 (stereo not given),-3,70,0.6,1,1,4,0,0,10
Cn1c(CSc2ncn[nH]2)nc2ccccc21,13,14,2.9,1,-1,-2,1,-1,0
CC(=O)c1ccc(N2CCN(C(=O)c3cccc(Oc4ccccc4)c3)CC2)cc1,3,0,3.4,2,10,-1,3,4,3
CC(=O)c1cc(C(C)=O)c(C)nc1C,18,9,1.8,2,-4,3,3,-5,0
Cc1ccc2nc(SCC(=O)N(CC(C)C)c3c(N)n(Cc4ccccc4)c(=O)[nH]c3=O)[nH]c2c1,0,1,-0.7,0,2,-2,-1,-3,6
Cn1c(CC(=O)Nc2ccc(Cl)cc2)nnc1SCC(=O)N1CCOCC1,-21,4,2.2,1,-4,-2,-3,-4,-6
CCOC(=O)c1ccc(N=C2SC(C(=O)Nc3ccc(C(=O)O)cc3)CC(=O)N2Cc2cccs2)cc1 (stereo not given),16,0,6.5,1,27,4,-5,14,6
CCOC(=O)c1cc2c(=O)[nH]ccc2nc1C(F)(F)F,3,-8,-1.3,0,2,1,6,-1,-2

# Some of the entries so far, field by field.
> COCc1nnc(NC(=O)C2CC(=O)N(c3ccc(C)c(Cl)c3)C2)s1 (stereo not given)
- VLA-4 inh: -3
- GASC-1 inh: 70
- PP5 primary: 0.6
- GRK2 inh: 1
- HCV core dimer: 1
- CTSL1 counter: 4
- proCasp3 act: 0
- PP1 counter: 0
- proCasp7 act: 10

> COc1cc2ncnc(NCc3ccccc3C)c2cc1OC
- VLA-4 inh: -5
- GASC-1 inh: -6
- PP5 primary: 0.6
- GRK2 inh: 0
- HCV core dimer: -8
- CTSL1 counter: -4
- proCasp3 act: 0
- PP1 counter: -1
- proCasp7 act: 1

> CC(=O)c1ccc(N2CCN(C(=O)c3cccc(Oc4ccccc4)c3)CC2)cc1
- VLA-4 inh: 3
- GASC-1 inh: 0
- PP5 primary: 3.4
- GRK2 inh: 2
- HCV core dimer: 10
- CTSL1 counter: -1
- proCasp3 act: 3
- PP1 counter: 4
- proCasp7 act: 3

> CCc1ccc(OCC(=O)N2CCN(c3ccccn3)CC2)c(Br)c1
- VLA-4 inh: 1
- GASC-1 inh: 4
- PP5 primary: 1.1
- GRK2 inh: 1
- HCV core dimer: 16
- CTSL1 counter: 1
- proCasp3 act: 1
- PP1 counter: 0
- proCasp7 act: 0
